Screening data from PubChem BioAssay.
PPARg SRC3 recr: agonists of human PPARgamma SRC-3 coactivator recruitment; actives 0.26% (n = 200,000); activation, % at 8 µM; P37231; biochemical PPARgamma/SRC-3 coactivator recruitment assay; AID 731; in the data active means activation above about 23%;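 further: 0% = DMSO and 100% = reference agonist; some compounds past the cut are filed as inactive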
Target sequence (P37231 whole entry, looked up): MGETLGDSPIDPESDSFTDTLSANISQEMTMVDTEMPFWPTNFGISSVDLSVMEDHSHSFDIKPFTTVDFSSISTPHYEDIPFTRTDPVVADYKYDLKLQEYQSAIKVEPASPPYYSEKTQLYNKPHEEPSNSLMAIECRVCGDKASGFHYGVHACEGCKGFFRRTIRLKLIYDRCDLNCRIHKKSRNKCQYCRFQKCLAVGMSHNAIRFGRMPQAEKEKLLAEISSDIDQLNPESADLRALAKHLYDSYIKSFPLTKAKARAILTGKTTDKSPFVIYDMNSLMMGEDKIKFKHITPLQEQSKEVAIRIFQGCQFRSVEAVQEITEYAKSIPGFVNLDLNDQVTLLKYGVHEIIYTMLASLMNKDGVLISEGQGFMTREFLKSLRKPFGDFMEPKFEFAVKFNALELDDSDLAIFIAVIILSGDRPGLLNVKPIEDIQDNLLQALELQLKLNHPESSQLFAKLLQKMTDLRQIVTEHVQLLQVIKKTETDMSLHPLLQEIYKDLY
PPARg SRC1 recr: PPARgamma-driven SRC-1 recruitment agonism. P37231. PPARgamma-SRC-1 coactivator recruitment biochemical assay. activation, % at 8 µM. actives 0.41% (n = 200,000). AID 631; in the data active means activation above about 19%;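 further: 0% = DMSO and 100% = reference agonist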
TR-FRET SRC-2 ct: counter-screen for PPARgamma SRC-2 recruitment agonists: TR-FRET artefact; TR-FRET ratio at 8 µM; actives 0.4% (n = 200,000); hits give high values; AID 1049; in the data active means TR-FRET ratio above about 2000; further: inactives centre near 1500
bIAP inh: blocks bovine intestinal alkaline phosphatase activity | purified bovine IAP, CDP-star luminescence, 30 min | inhibition, % at 20 µM | 190,000 tested, under 10 active | AID 1019;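 active means over 50% inhibition of intestinal alkaline phosphatase at 20 µM in the single-dose screen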
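System: Purified bovine intestinal alkaline phosphatase (IAP) enzyme | Input: IAP diluted 1/65,000,000 in the well | Also added: CDP-star chemiluminescent phosphatase substrate, 30 µM final | Dosing: 20 µM single dose | Times: Enzyme reaction for 30 min at room temperature | Detection: Luminescence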
HMGR II inh: blocks class II HMG-CoA reductase of Enterococcus faecalis; actives 0.41% (n = 190,000); AID 1066; purified E. faecalis HMGR, NADPH absorbance 340 nm kinetic; inhibition, % at 10 µM;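 active means inhibition above a set limit, the median over all tested compounds plus 3 SD, cut at about 9.5% in these data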;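 further: enzyme runs in reverse so mevalonate oxidation gives rising NADPH absorbance; 0% = complete reaction with DMSO and 100% = background rate lacking mevalonate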
TNAP inh noacc: inhibitors of human TNAP without phosphate acceptor | purified TNAP, CDP-star luminescence, 30 min | AID 1012 | actives 0.26% (n = 200,000) | inhibition, % at 20 µM;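 active means tissue-nonspecific alkaline phosphatase inhibition above about 50% at 20 µM in the single-dose screen, limit read from the data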;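 further: 0% = DMSO negative control and 100% = EDTA positive control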
Target sequence (P05186 whole entry, looked up): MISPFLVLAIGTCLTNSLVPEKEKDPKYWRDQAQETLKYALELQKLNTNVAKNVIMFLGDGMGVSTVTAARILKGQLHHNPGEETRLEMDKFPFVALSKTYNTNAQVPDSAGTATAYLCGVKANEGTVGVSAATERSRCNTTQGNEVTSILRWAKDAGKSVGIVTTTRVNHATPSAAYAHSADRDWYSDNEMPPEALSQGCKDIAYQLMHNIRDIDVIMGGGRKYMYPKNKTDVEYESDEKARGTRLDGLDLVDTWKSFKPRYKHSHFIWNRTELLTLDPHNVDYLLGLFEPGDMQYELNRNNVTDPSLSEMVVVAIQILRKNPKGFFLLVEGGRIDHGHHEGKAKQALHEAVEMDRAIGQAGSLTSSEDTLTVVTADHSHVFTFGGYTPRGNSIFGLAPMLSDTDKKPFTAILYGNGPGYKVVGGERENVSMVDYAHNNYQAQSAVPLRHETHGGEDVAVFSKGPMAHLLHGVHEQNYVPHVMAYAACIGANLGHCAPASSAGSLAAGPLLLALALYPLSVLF
TNAP inh hi DEA: TNAP (human) inhibition, high acceptor. P05186. purified TNAP, CDP-star luminescence, 1 M DEA. inhibition, % at 20 µM. actives 0.03% (n = 200,000);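 active means over 50% inhibition of tissue-nonspecific alkaline phosphatase at 20 µM in the single-dose screen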;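 further: plate controls were DMSO wells for no effect and EDTA-quenched wells as full inhibition for full effect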
bIAP activator: increases bovine intestinal alkaline phosphatase activity | actives 0.17% (n = 200,000) | activation factor at 20 µM | purified bovine IAP, CDP-star luminescence, 30 min; hits give high values; fold of DMSO-control signal, blank-subtracted;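 active means activation factor of 2 or more at 20 µM, a signal rise over negative controls twice the positive control's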
PPARg SRC2 recr: promotes SRC-2 coactivator recruitment by human PPARgamma; actives 0.34% (n = 200,000); AID 1032; PPARgamma LBD-SRC-2 recruitment, biochemical; P37231; activation, % at 8 µM; in the data active means activation above about 22%;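 further: 0% = vehicle and 100% = reference agonist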
TNAP act hi DEA: TNAP (human) activation, high acceptor; P05186; purified TNAP, CDP-star luminescence, 1 M DEA, 30 min; hits give high values; 0 = EDTA background, 1 = DMSO-only activity; activation factor at 20 µM; 200,000 tested, under 10 active; AID 1136;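 active means activation factor at least 2 at 20 µM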
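Assay system: human TNAP; Input: enzyme diluted 1/800 final; Reagent: CDP-star luminogenic substrate at 100 µM final; Timing: 30 min, room temperature; Signal: luminescence; Evaluation: TNAP activation factor scaled between EDTA and DMSO control wells.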
Numbers without * were called inactive. The order is random. Share with any hit: about 1.6%.

SMILES	bIAP inh	PPARg SRC1 recr	PPARg SRC2 recr	HMGR II inh	bIAP activator	TNAP inh hi DEA	PPARg SRC3 recr	TNAP act hi DEA	TR-FRET SRC-2 ct	TNAP inh noacc
O=C(NNC(=S)Nc1ccc(F)cc1)C1CC1c1ccc(Cl)cc1 (centres undefined)	7	-10	1	-11	0.9	-7	6	1.1	1589	-138
Cc1ccc(NC(=O)COC(=O)c2cccnc2Cl)cc1S(=O)(=O)N1CCCCC1	-13	7	4	-5	1.1	-3	1	1	1594	-2
CC(=O)NC1C(Oc2ccc3c(C)cc(=O)oc3c2)OC(COC(C)=O)C(OC(C)=O)C1OC(C)=O (centres undefined)	4	-2	-9	-8	1	-3	-2	1	1305	1
COc1cccc(C2CC(c3ccc(Cl)cc3)Nc3nc(N)nn32)c1 (centres undefined)	7	7	2	4	0.9	-6	-2	1.1	1666	-4
CCc1cc(=O)oc2cc(C)cc(OC(=O)c3ccco3)c12	2	8	8	0	1	2	4	1	1565	-4
O=S(=O)(NCC1CCCO1)c1ccc(S(=O)(=O)N(Cc2ccccn2)C2CC2)cc1 (centres undefined)	-3	-1	4	0	1	-3	-4	1	1715	-4
CN(C)c1ccc(CNC23CN4CN(CN(C4)C2)C3)cc1	14	7	6	-4	0.9	-4	-2	1	1482	-19
CSc1nc2sc3c(c2c(=O)[nH]1)CCC(C)C3 (centres undefined)	14	5	0	-7	0.9	-2	-3	1	1479	0
O=C(CCc1nnc(C2CCCCC2)o1)NCCCOc1cccnc1	-5	8	7	-3	1.1	-5	0	1.1	1471	-7
CCCSc1nnc(-c2cccc(S(=O)(=O)N(C)C)c2)n1-c1cc(OC)ccc1OC	-12	2	4	-6	1.1	-8	9	1.1	1504	-12
COc1ccc(/C=N/S(=O)(=O)c2cccs2)cc1	16	7	1	-3	0.8	-3	2	1	1637	-8
COc1ccccc1NC(=O)/C=C/C(N)=O	4	6	-1	0	1	-6	0	1.1	1578	-13
CC1CCc2c(C(=O)NCC3CCCO3)csc2C1 (centres undefined)	3	13	4	-2	1	-5	0	1.1	1493	-5
O=C1CC(O)(c2ccccc2)C(c2ccccc2)=C1c1ccccc1 (centres undefined)	-9	-4	-1	-4	1.1	-1	-5	1	1527	-3
COc1cccc(C2CC(c3ccc(Cl)cc3Cl)Nc3nc(N)nn32)c1 (centres undefined)	2	-1	9	2	1	-9	-4	1.1	1653	-12

SMILES	bIAP inh	PPARg SRC1 recr	PPARg SRC2 recr	HMGR II inh	bIAP activator	TNAP inh hi DEA	PPARg SRC3 recr	TNAP act hi DEA	TR-FRET SRC-2 ct	TNAP inh noacc
N#Cc1c(/N=C/N2CCCC2)oc(-c2ccccc2)c1-c1ccccc1	-2	6	7	1	1	1	4	1	1716	-5
Cn1c(=O)n(CC#N)c2ccccc21	4	5	5	-10	1	-5	7	1.1	1423	-10
COc1ccc(-n2c(C)nnc2SCC(=O)N2C(C)CCCC2C)cc1 (centres undefined)	0	2	3	-9	1	-5	12	1	1683	-13
CN(Cc1nc(-c2ccncc2)no1)S(=O)(=O)c1ccc(Cl)cc1	11	-2	9	3	0.9	-6	5	1.1	1515	-9
O=C(Nc1cccs1)Nc1ccccc1Cl	7	2	4	-2	0.9	-5	7	1.1	1569	-20
CCC1(C)Cc2nc3sc(C(=O)O)c(N)c3cc2CO1 (centres undefined)	1	-3	5	-3	1	0	0	1	1605	3
CO/N=C/c1cc([N+](=O)[O-])ccc1Sc1ccc(C)cc1	25	5	2	-1	0.8	-2	10	1	1582	-9
Oc1cccc(CN2CCCCC2)c1	17	7	-5	0	0.8	-4	-4	1	1421	-5
COCCCNC(=O)CCc1nc2cccnc2n1Cc1ccc(OC)cc1	9	2	9	1	0.9	-8	3	1.1	1566	-9
CCOC(=O)c1c(CSc2ccc(C)cc2)n(C)c2cc(Br)c(O)c(CN(C)C)c12	10	9	14	1	0.9	-8	6	1.1	1541	-6
CN(C)c1ccc(CN(C(=O)COc2ccc(F)cc2)C2CCS(=O)(=O)C2)cc1 (centres undefined)	-2	4	8	-1	1	-1	-1	1	1576	-4
COC(=O)COc1ccccc1C(=O)Nc1ccc(OC)cc1	-13	5	3	0	1.1	0	4	1	1500	-15
C=CCC1(CC=C)CCCN1C(=O)CC1C(=O)NCCN1Cc1cccc(OC)c1 (centres undefined)	1	2	-2	0	1	-6	2	1.1	1486	-9
O=S(=O)(NC1CC1)c1ccc(S(=O)(=O)N2CCCC3(CCCCC3)C2)cc1	22	5	10	1	0.8	-7	-1	1.1	1593	-10
CCN(CCCNC(=O)C1CCN(S(=O)(=O)c2cnc[nH]2)CC1)c1cccc(C)c1	-27	3	4	-5	1.3	-2	3	1	1659	-6

SMILES	bIAP inh	PPARg SRC1 recr	PPARg SRC2 recr	HMGR II inh	bIAP activator	TNAP inh hi DEA	PPARg SRC3 recr	TNAP act hi DEA	TR-FRET SRC-2 ct	TNAP inh noacc
Cc1c(NC(=O)COC(=O)c2ccc(S(=O)(=O)N3CCOCC3)cc2)c(=O)n(-c2ccccc2)n1C	-26	6	3	-6	1.3	-1	0	1	1493	-30
COc1ccccc1-n1cnc(N)c1C(=O)c1ccccc1	12	-3	5	-2	0.9	-3	4	1	1429	-10
CCn1c(SCC(=O)N2CCN(c3ccc(Cl)cc3)CC2)nc2ccccc2c1=O	8	-2	5	-6	0.9	0	7	1	1583	-6
COc1ccccc1Oc1ccc(S(=O)(=O)N2CCCC2)cc1	11	-4	2	-2	0.9	2	7	1	1370	-6
O=C(COC(=O)Cc1c(Cl)cccc1Cl)Nc1ccccc1-c1ccccc1	44	2	12	-1	0.6	-4	6	1	1572	-12
CCOC(=O)c1[nH]c(C)c(C(=O)N(CC)CC)c1C	3	9	-10	-6	1	-6	-9	1.1	1413	-17
O=C1C2C3CCCC3=C3CCCC3C2C(=O)N1c1ccc(F)cc1 (centres undefined)	-4	0	-11	-1	1	-1	-1	1	1737	-11
Cc1c(Br)ccc(NC(=O)COc2ccccc2C(N)=O)c1C	13	7	16	-2	0.9	-2	1	1	1535	-12
O=C(Cn1nnc(-c2ccc(CN3CCOCC3)cc2)n1)Nc1nc(-c2ccccc2)cs1	2	9	9	-7	1	-1	3	1	1532	-4
COc1cccc(N(C(=O)c2ccco2)C(C(=O)NC2CCCC2)c2cccnc2)c1 (centres undefined)	-8	0	5	-3	1.1	-6	0	1.1	1662	-2
COc1ccc(C2C(C(=O)c3ccccc3)N3c4ccccc4C=CC3C2[N+](=O)[O-])cc1 (centres undefined)	10	5	4	1	0.9	12	2	0.9	1640	14
Cc1ccc(C)c(N2CCN(C(=O)c3cccn4c(=O)c5sccc5nc34)CC2)c1	2	8	-2	-1	1	0	1	1	1394	-12
CCN1C/C(=C/c2ccc(OC)c(O)c2)C(=O)/C(=C/c2ccc(OC)c(O)c2)C1	44	4	8	3	0.6	39	4	0.6	1556	56*
Cc1cc(C#N)c2ccccc2n1	8	1	10	-7	0.9	-4	5	1	1546	-8
O=C(NCCCN1CCOCC1)c1cccc(S(=O)(=O)N2CCc3ccccc3C2)c1	-38	13	8	-9	1.4	0	7	1	1640	-2

SMILES	bIAP inh	PPARg SRC1 recr	PPARg SRC2 recr	HMGR II inh	bIAP activator	TNAP inh hi DEA	PPARg SRC3 recr	TNAP act hi DEA	TR-FRET SRC-2 ct	TNAP inh noacc
CCN(CC)C(=O)COC(=O)c1ccc(C)c(NC(=O)c2ccco2)c1	7	-2	-5	1	0.9	2	-2	1	1602	1
O=C(COC(=O)C1CCN(S(=O)(=O)c2cccs2)CC1)Nc1ccccc1	17	0	-3	5	0.8	-2	3	1	1410	-16
COc1cccc(/C=N/n2c(-c3ccco3)nc3ccccc3c2=O)c1	4	1	3	-1	1	-3	8	1	1596	-7
COc1c(Cl)cc(-c2noc(C)c2C(=O)NCc2ccc3c(c2)OCO3)cc1Cl	23	-1	1	-2	0.8	0	6	1	1713	-6
Cc1nnc(Sc2nc3c(c(=O)[nH]c(=O)n3C)n2CCCc2ccccc2)s1	-9	4	3	1	1.1	-5	-1	1	1637	-16
CCNC(=O)CN(Cc1ccccc1)S(=O)(=O)c1ccccc1	4	-2	5	-3	1	-1	2	1	1438	-11
CC(NC(=O)Cc1ccccc1)C1COc2ccccc2O1 (centres undefined)	-2	-2	2	-1	1	-2	-1	1	1497	-9
CSc1ccc(/C=N/NC(=O)COc2ccc(Br)cc2Cl)cc1	8	0	-1	-6	0.9	-1	3	1	1410	-1
O=S(=O)(NCCSc1ccc(Cl)cc1)c1ccc(F)cc1	32	0	2	4	0.7	-5	5	1.1	1485	-3
COC(=O)c1cccc(NC(=S)N2CCCCC2)c1	-6	-1	6	-1	1.1	-6	4	1.1	1671	-16
CN(C)C(=O)c1ccc(-n2nc(C(F)(F)F)c3c2CCCC3)cc1	0	4	8	-2	1	-3	16	1	1656	-5
O=C(O)CCN1C(=O)c2ccc(Oc3ccc4c(c3)C(=O)N(CCC(=O)O)C4=O)cc2C1=O	0	0	6	-2	1	-2	-5	1	1420	-7
COC(=O)Nc1ccc(S(=O)(=O)N2CCCC(C(=O)N3CC(C)OC(C)C3)C2)cc1 (centres undefined)	-4	-4	-6	1	1	-2	-3	1	1571	-3
CCOC(=O)c1[nH]c2ccc(Br)cc2c1NC(=O)CCN1CCN(C(=O)OCC)CC1	-1	6	3	-4	1	-4	4	1	1482	-7
NCCc1nnc(SCc2ccc(F)cc2)o1	44	2	4	-18	0.6	-4	-3	1	1434	-2

SMILES	bIAP inh	PPARg SRC1 recr	PPARg SRC2 recr	HMGR II inh	bIAP activator	TNAP inh hi DEA	PPARg SRC3 recr	TNAP act hi DEA	TR-FRET SRC-2 ct	TNAP inh noacc
CCC1C(=O)Nc2nc(-c3ccccc3)c(-c3ccccc3)n2N=C1C (centres undefined)	-16	-6	-2	-2	1.2	0	-5	1	1343	-2
C=CCNc1nc(-c2ccccn2)nnc1-c1ccccc1	6	2	11	4	0.9	-1	-1	1	1521	-17
CCC(=O)Nc1ccc(/C(C)=N\NC(=O)c2ccc(OC)cc2)cc1	17	8	4	1	0.8	-2	0	1	1432	-12
O=C(Nc1ccccc1O)c1cccc(S(=O)(=O)N2CCOCC2)c1	-46	8	9	-3	1.5	-3	2	1	1569	-5
O=C(Nc1ccc(O)c(-c2nc3ccccc3o2)c1)C1(c2ccc(Cl)cc2)CCCC1	6	6	2	-6	0.9	2	3	1	1595	-54
COc1ccccc1/C=N/Nc1nncc2ccccc12	1	-1	-2	3	1	-1	2	1	1655	-1
O=C(O)c1cc2nc3c(c(C(F)(F)F)n2n1)CCc1ccccc1-3	12	11	-6	2	0.9	-6	11	1.1	1496	-10
CCN1CCN(C(=O)/C=C/c2ccccc2[N+](=O)[O-])CC1	-1	5	3	-8	1	-2	-1	1	1854	-7
CCOc1ccc(-c2nnc3sc(COc4ccccc4)nn23)cc1	16	-1	-6	-1	0.8	-6	0	1.1	1450	6
Cc1ccc(C)c2[nH]c(=O)c(CCNC(=O)c3cc4ccccc4o3)cc12	4	2	0	4	1	-6	4	1.1	1449	-7
